# Screens deposited in PubChem by National Center for Advancing Translational Sciences (NCATS).
# D2 ag: HTS Assay for Allosteric Agonists of the Human D2 Dopamine Receptor: Primary Screen for Agonists; HEK293 T-REx D2 cells, calcium flux agonist mode; activation, % at 2 µM; 0.53% of 340,000 active;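 active = activation over 3 SD above normal in the single-dose calcium agonist read, cut at about 30% in these data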; note: 0% is about no effect
# Target sequence (P14416 whole entry, looked up): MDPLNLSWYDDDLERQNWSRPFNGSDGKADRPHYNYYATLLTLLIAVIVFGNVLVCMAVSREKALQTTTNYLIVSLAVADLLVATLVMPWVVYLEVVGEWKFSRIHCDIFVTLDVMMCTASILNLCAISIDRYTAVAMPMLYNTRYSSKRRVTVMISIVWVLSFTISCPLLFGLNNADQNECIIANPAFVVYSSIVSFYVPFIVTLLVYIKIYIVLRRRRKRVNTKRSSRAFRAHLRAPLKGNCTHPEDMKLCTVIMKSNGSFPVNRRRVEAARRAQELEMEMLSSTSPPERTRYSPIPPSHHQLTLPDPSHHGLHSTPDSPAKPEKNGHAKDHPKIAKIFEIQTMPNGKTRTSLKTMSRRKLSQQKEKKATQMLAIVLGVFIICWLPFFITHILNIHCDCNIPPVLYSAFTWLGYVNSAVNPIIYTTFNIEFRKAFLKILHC
#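 In this primary screen, compounds producing a positive calcium signal within 180 s of addition to tetracycline-induced, force-coupled HEK293 Trex D2 cells are flagged; cells are dye-loaded with a no-wash calcium kit beforehand.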
# Vif-A3G inh: qHTS for Inhibitors of Vif-A3G Interactions: qHTS. Potency, µM (series often up to 46.1 µM), without a hit: top-dose activity, negative = active, most hits filed as inhibitors. 0.076% of 410,000 active. DNA dC->dU-editing enzyme APOBEC-3G (Homo sapiens), Q9HC16. HeLa A3G-eYFP + Vif (tagged APOBEC3G with the HIV-1 protein that degrades it), YFP fluorescence, overnight. AID 602310, 2012;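 note: potency is the fitted concentration of half-maximal effect; % is set by controls: 0 for no effect and ±100 for the full control effect; nearly all actives have a fitted effect of over 60% in size; hits raise eYFP signal because A3G escapes Vif-driven loss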
# Target sequence (Q9HC16 whole entry, looked up): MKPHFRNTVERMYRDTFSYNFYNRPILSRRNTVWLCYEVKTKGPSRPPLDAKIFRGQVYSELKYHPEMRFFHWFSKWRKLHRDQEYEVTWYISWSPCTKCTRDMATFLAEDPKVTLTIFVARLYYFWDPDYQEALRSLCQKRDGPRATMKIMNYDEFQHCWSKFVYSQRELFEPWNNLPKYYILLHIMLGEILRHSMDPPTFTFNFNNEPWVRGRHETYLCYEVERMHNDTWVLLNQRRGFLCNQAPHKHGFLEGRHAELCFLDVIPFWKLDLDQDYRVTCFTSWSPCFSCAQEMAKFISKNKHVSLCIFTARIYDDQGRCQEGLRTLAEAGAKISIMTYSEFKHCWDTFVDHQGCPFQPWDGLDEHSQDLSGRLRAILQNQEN
#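 HeLa cells stably expressing Vif and C-terminally eYFP-tagged A3G, seeded overnight at 37 deg C, then exposed to compound by pintool overnight at 37 deg C. Rise in yellow fluorescence (Ex 488/Em 500-530, Acumen) marks blocked Vif-driven A3G degradation.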
# ERG Ets-DNA blk: qHTS for Small Molecule Inhibitors of the ERG Ets/DNA interaction; Transcriptional regulator ERG (Homo sapiens), P11308; fluorescence polarization, His-ERG Ets domain / labelled DNA; Potency, µM (top dose mostly 76.9 µM), for the others: top-dose FP activity, negative = inhibition, most hits filed as inhibitors; 0.028% of 370,000 active; active = well fitted inhibition curve with a large enough effect in the polarisation, with a control signal flat; inconclusive = small, poorly fitted or top-dose-only effect, or effect the other way, or a change in a side signal; inactive = no such curve, though single readings can be large or run the other way; the % refers to the polarisation;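 note: polarization taken with two DNA probes labelled with fluorescein and Texas red; potency is the fitted concentration of half-maximal effect; % of control where 0% means no effect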
#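 His-tagged ERG Ets domain (1 uM in the protein solution; 300mM KCl, 50mM Tris-HCl, 1mM EDTA, 1mM DTT, pH 7.5) received compound, then a probe mix of 5 nM fluorescein-DNA and 100nM Texas-615-DNA. Fluorescence polarization was read for both dyes.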
# RGS4 inh: Inhibitors of Regulator of G Protein Signaling (RGS) 4: qHTS; Regulator of G-protein signaling 4 (Homo sapiens), P49798; Transcreener GDP fluorescence polarization, RGS4-accelerated GTP hydrolysis; Potency, µM (series often up to 114 µM), for inactives: at the top dose activity change, negative = inhibition, hits mostly inhibitors; 0.039% of 390,000 active; note: potency is the fitted concentration of half-maximal effect; % is set by controls: 0 for no effect and ±100 for the full control effect; nearly all actives have a fitted effect of over 75% in size; some results filed as inactive show a strong effect at the top dose
# Target sequence (P49798 whole entry, looked up): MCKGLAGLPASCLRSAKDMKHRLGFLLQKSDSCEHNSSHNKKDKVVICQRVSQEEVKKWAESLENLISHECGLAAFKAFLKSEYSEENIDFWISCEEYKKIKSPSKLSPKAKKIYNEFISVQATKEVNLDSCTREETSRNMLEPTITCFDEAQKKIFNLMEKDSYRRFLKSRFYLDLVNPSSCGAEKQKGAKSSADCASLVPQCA
#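 MLSMR compounds (23 nl, pin-transferred) preincubated 10 min at room temperature with a 500nM (2x) first reagent, then RGS4 at 900nM (2x) plus Transcreener GDP mix added; fluorescence polarization (620/688 nm) read before and after 90 min at 30 °C.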
# GRP78 ERSR act: qHTS for Inducers of the Endoplasmic Reticulum Stress Response (ERSR) in Human Glioma: qHTS; U87-MG GRP78 promoter luciferase reporter, 16 h; Potency, µM, inactives show top-dose activation, most hits filed as activators; 0.02% of 420,000 active; note: potency is the fitted concentration of half-maximal effect; series mostly up to about 76 µM; % of control where 0% means no effect; nearly all actives have a fitted effect of over 35% in size
#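 Stably transfected U87-MG glioma cells carrying a GRP78-based luciferase sensor; 16 h compound incubation. Luminescence end-point read 10 min after Bright-Glo addition at room temperature.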
# Vif-APOBEC3F blk: qHTS for Inhibitors of Vif-A3F Interactions: qHTS; AID 602313, 2012; HeLa A3F-eYFP + Vif (tagged APOBEC3F with the HIV-1 protein that degrades it), YFP fluorescence increase; Potency, µM (doses to about 46.1 µM), for the others: at the top dose activity, negative = active; 0.2% of 390,000 active; note: potency is the fitted concentration of half-maximal effect; % of control where 0% means no effect; nearly all actives have a fitted effect of over 65% in size
#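 HeLa cells stably expressing Vif plus C-terminally eYFP-tagged A3F were seeded, incubated overnight at 37 deg C, dosed with compound, incubated overnight again at 37 deg C. Yellow fluorescence (Ex 488/Em 500-530) reported blocked Vif-mediated A3F-eYFP degradation.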
# 12-LOX inh: Primary qHTS assay for inhibitors of human arachidonate 12S-lipoxygenase (ALOX12): Round 2. Polyunsaturated fatty acid lipoxygenase ALOX12 (Homo sapiens), P18054. purified 12hLO, xylenol orange hydroperoxide absorbance. Potency, µM (top dose mostly 108 µM), inactives show at the highest dose activity change, negative = inhibition, usual class: inhibitors. 1.1% of 580,000 active; note: potency is the fitted concentration of half-maximal effect; % is set by controls: 0 for no effect and ±100 for the full control effect
#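 Hydroperoxide product was detected by ferrous iron/xylenol orange as the 573 to 405 nm absorbance ratio. Arachidonic acid at 40 uM (final) was turned over for 30 min at room temperature by 150 nM human 12hLO, pH 7.0 Hepes buffer, after 15 min compound preincubation.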
# LDHA block: qHTS assay for inhibitors of human lactate dehydrogenase. activity change, % (values are at about 110 or 230 µM). L-lactate dehydrogenase A chain (Homo sapiens), P00338. purified LDHA, NADH/diaphorase-resazurin fluorescence; hits give low values. AID 1347041, 2019. 0.15% of 480,000 active; in the data active = activity change below about -30%; inconclusive = mostly about -25% to -30%;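 note: plate controls were DMSO wells for no effect and wells without enzyme for full effect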
#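 Enzyme activity of human lactate dehydrogenase 5 (2 nM; 0.06 mM NADH, 0.2 mM pyruvate, 5 min, RT) is measured via a resazurin/diaphorase fluorescence readout of residual NADH.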
# D2 antagonist: HTS Assay for Allosteric Antagonists of the Human D2 Dopamine Receptor: Primary Screen for Antagonists; 2% of 340,000 active; inhibition, % at 10 µM; AID 485344, 2010; HEK293 TREx D2 cells, calcium flux, dopamine EC80; D(2) dopamine receptor (Homo sapiens), P14416; in the data active = inhibition above about 30%; note: 0% is about no effect
#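 In this primary screen, negative modulation is detected by tracking calcium flux after an EC80 dopamine challenge in inducible HEK293 T-REx D2 cells preexposed to test compound for 180 s.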
# Active calls of the source: *; ? = inconclusive; . = no result given; & = joins results of further samples; [ ] = remark or other dose. Unless noted, calls come from the whole dose curve; as a rule, active = well fitted curve in the direction sought with a large enough effect; inconclusive = small, poorly fitted or top-dose-only effect, or another doubt; inactive = no such curve, though single readings can be large; an effect the other way counts as inactive or inconclusive. An excerpt; rates above refer to the full screens.
# Fields – D2 ag	Vif-A3G inh	ERG Ets-DNA blk	RGS4 inh	GRP78 ERSR act	Vif-APOBEC3F blk	12-LOX inh	LDHA block	D2 antagonist
Cc1cccc(C)c1NC(=O)N1CC(C)OC(C)C1 (stereo not drawn)
→ -0.4	0.4%	0.2%	24.2%	-5.3%	-9.1%	0.0%	-0.4	-7.4
CC1CCCN(C(=O)CCS(=O)(=O)c2ccc3c(c2)NC(=O)C(C)S3)C1 (stereo not drawn)
→ 0.5	4.6%	2.4%	6.6%	-5.6%	1.5%	.	-2.7	1.5
Cc1nc2nc(SCC(=O)NCc3ccco3)nn2c(C)c1Cc1c(F)cccc1Cl
→ -0.2	-19.1%	1.0%	?	-1.0%	0.9%	0.0%	-0.2	8.7
COc1ccccc1Oc1ccc(N/C=C/C(=O)C(C)(C)C)cc1
→ -0.5	-7.4%	7.1%	-9.6%	-5.0%	11.3%	-6.9%	2.7	-1.2
Cc1cc(C)c(C(=O)CSc2nnc(C)c(=O)[nH]2)cc1C
→ 2.6	0.0%	-13.9%	-1.2%	3.4%	0.8%	-0.7%	-10.3	-2.6
CCn1c(C)nc([N+](=O)[O-])c1Sc1ccc(F)cc1
→ -1.3	0.7%	-14.8%	0.0%	0.7%	0.8%	-0.3%	0.2	-4.6
Cc1cccnc1NC(=O)C12CCC(C)(C(=O)O1)C2(C)C (stereo not drawn)
→ 0.8	-0.6%	-5.3%	0.1%	-2.9%	-1.0%	?	-1.9	-1.7
O=C(Nc1cccc2ccccc12)C1CCN(C(=O)NCc2ccccc2)CC1
→ -1.3	0.6%	3.4%	-22.4%	0.3%	-11.6%	-2.2%	11.1	-1.5
COc1ccc(CNC(=O)c2ccc(Cl)c(NC3=NC4CS(=O)(=O)CC4S3)c2)cc1 (stereo not drawn)
→ -0.5	4.1%	6.1%	18.3%	0.9%	-8.6%	26.3%	-2.1	14.7
Cc1ccc(C(=O)OCC(=O)N(Cc2ccccc2)C(C)C)cc1C
→ .	1.1%	-0.6%	-0.5%	0.0%	17.5%	-4.1%	-2.9	.
CN(Cc1cc(Cl)cc(Cl)c1O)Cc1c(O)ccc2ccccc12
→ .	0.1%	-7.9%	-1.8%	1.0%	-27.4%	?	6.3	.
COc1c(/C=N/NS(=O)(=O)c2ccc(C)cc2)c(CCN(C)C(C)=O)cc2c1OCO2
→ 4.3	0.9%	-1.5%	-7.8%	-0.8%	0.1%	-29.8%	-4.3	-7.4
CC(CC(=O)OCC(=O)NCc1ccc(Cl)cc1)c1ccccc1 (stereo not drawn)
→ -0.1	-5.8%	-6.8%	-6.0%	-2.2%	0.9%	?	-1.5	8.8
COc1cccc(C(=O)Nc2nnc(S(=O)(=O)N3CCCc4ccccc43)s2)c1
→ -0.9	-1.6%	-7.9%	8.1%	0.6%	-4.2%	-1.1%	-14.9	.
COc1ccc(-c2noc(CCC(=O)N3CCN(c4cccc(OC)c4)CC3)n2)cc1
→ .	-7.8%	-4.3%	21.4%	0.3%	11.1%	3.8%	-7.7	.
CCN1CCN(C(=O)Nc2ccc(OC)cc2OC)CC1
→ 0.2	1.3%	3.6%	-8.8%	-3.6%	5.7%	-2.4%	3.1	48.8*
COC(=O)c1scc(-c2ccc(C)cc2)c1S(=O)(=O)Nc1ccc(N(C)C)cc1
→ .	?	12.8%	-16.4%	0.5%	-14.2%	-16.4%	7.3	.
COc1ccc(-c2oc3ccc(-c4cc(OC)c(OC)c(OC)c4)cc3c2C(=O)c2ccc(OC)nc2)cc1
→ .	-1.7%	4.8%	-7.9%	-3.0%	-3.3%	-44.0%	-2.7	.
O=C(CSc1ccc(-c2cccnc2)nn1)Nc1ccc(F)c(F)c1
→ -0.6	2.2%	1.1%	-27.8%	-3.1%	1.2%	-27.0%	-4.2	7.2
Cn1c(N=Nc2ccccc2)nc2ccccc21
→ -0.1	?	-3.8%	5.3%	-12.7%	-2.5%	?	34.9	1.7
O=C(Nc1nnc(S(=O)(=O)N2CCCCC2)s1)c1ccccc1Br
→ -0.7&1.3	-3.5%&1.3%	-11.6%&4.0%	-7.3%&12.9%	-2.0%&1.0%	0.6%&0.0%	-18.6%&-19.1%	-6.0&-4.7	13.4
COc1ccc(-c2csc(Nc3cccc(C)n3)n2)cc1C
→ -0.6	-2.3%	13.7%	-13.4%	0.7%	-2.2%	?	-1.6	5.5
O=C(Cn1cnc2cc([N+](=O)[O-])ccc2c1=O)Nc1ccccc1Cl
→ -0.8	2.1%	15.2%	-7.2%	-1.5%	-14.5%	-2.4%	1.2	9.1
CCCCN(CC(=O)NCc1ccc(Cl)cc1)S(=O)(=O)c1ccc2c(c1)OCCO2
→ 0.2	-1.0%	-3.5%	5.0%	-5.3%	-2.3%	-18.4%	2.0	-3.4
Cc1cccc(NC(=S)NC2CCCCCC2)c1C
→ -0.8	-0.2%	0.7%	1.8%	-4.4%	-6.5%	50.1µM*	1.2	-11.6
COc1ccc2c(c1)CCc1c(C(=O)N3CCOCC3)noc1-2
→ 0.0	0.4%	0.1%	-23.7%	2.6%	-4.4%	14.7%	9.3	19.2
CCc1ccccc1NC(=O)CN(C)S(=O)(=O)c1ccc(-c2ccc(=O)[nH]n2)s1
→ -1.6	-9.1%	6.0%	-12.8%	-2.9%	3.2%	-0.7%	-7.8	3.7
CCOC(=O)c1sc2nc(C)cc(C)c2c1NC(=O)c1ccco1
→ -0.3	2.7%	6.6%	-15.2%	-11.0%	-4.3%	1.3%	-1.6	0.9
CN1C(=O)/C(=C/c2ccc(OC(=O)c3ccco3)cc2)SC1=S
→ -3.0	-2.3%	30.1%[activator]	-22.8%	1.7%	?	-15.8%	-5.0	-13.3
CNC(=O)c1ccc(C)c(NC(=O)C2=C(C)OCCS2)c1
→ 0.8	-0.7%	2.2%	-7.9%	-1.0%	8.5%	15.0%	1.4	-18.9
CS(=O)(=O)c1ccc(Cl)c(NC(=O)CCl)c1
→ 0.5	-24.9%	1.9%	30.4%	-14.3%	8.2%	-0.9%	-0.3	-23.2
O=C(NCc1cccnc1)c1cc(C2CCCCN2C(=O)c2ccccc2)on1 (stereo not drawn)
→ .	-1.2%	.	.	-0.1%	.	11.4%	-6.2	.
O=C(O)c1cccnc1Sc1ccccc1Cl
→ 1.1	-7.4%	22.7%	-23.4%	-2.0%	-10.6%	3.7%	-1.8	-8.0
CN1CCN(c2cc(N3CCN(C(=O)c4ccco4)CC3)c3c4c(onc24)-c2ccccc2C3=O)CC1
→ 0.1	5.6%	-19.0%	-27.4%	-4.9%	2.0%	.	11.3	-1.4
CC(C)(C)c1ccc(OCC(=O)NNC(=O)C2CCCO2)cc1 (stereo not drawn)
→ -0.1	-0.1%	-3.2%	-21.2%	4.2%	10.6%	7.2%	-4.2	5.1
CCCCn1c(SCC(=O)Nc2cc(C)on2)nc2ccccc2c1=O
→ 0.1	2.7%	-1.3%	15.2%	0.8%	0.0%	8.0%	-8.7	-1.2
C[C@H]1CN([C@@H](C)CO)C(=O)c2cc(C#CC3(O)CCCC3)cnc2O[C@H]1CN(C)C(=O)C1CC1
→ .	1.2%	.	.	-5.7%	-5.4%	-9.6%	-8.3	.
O=C(NCc1ccccc1)c1cc(C2CCCCN2S(=O)(=O)c2ccccc2)on1 (stereo not drawn)
→ .	-2.0%	.	.	-3.3%	.	10.1%	-3.7	.
O=C(COC(=O)CCS(=O)(=O)c1ccc(Cl)cc1)Nc1ncc(Cl)cc1Cl
→ -0.3	-6.6%	4.7%	-8.2%	-4.5%	-7.7%	?	1.2	5.8
COc1ccc(-n2c(COc3ccc(Cl)cc3Cl)n[nH]c2=S)cc1
→ .	-0.3%	.	.	1.6%	4.3%	?	-6.2	.
CN1CCN(CC(=O)N2CCn3c4c(c5cc(C6CCCCC6)ccc53)CCCC42)CC1 (stereo not drawn)
→ -0.2	1.0%	1.9%	-51.7%	-13.1%	9.1%	.	12.9	-13.1
Cc1cc(Br)ccc1OCCCCN1CCCCC1
→ 1.7	5.5%	3.5%	8.4%	-6.3%	2.6%	?	-23.6	-1.1
c1ccc2c(-c3nnc4n3CCCCC4)c[nH]c2c1
→ 0.7	-4.3%	0.9%	1.9%	-3.8%	-6.2%	-14.2%	3.9	-14.3
CCOC(=O)Cn1c(=O)cc(C)c2ccccc21
→ 1.4	5.9%	-2.5%	-135.0%[56.9 µM]	-2.6%	-2.2%	-9.6%	1.5	3.1
